Compound activity: PubChem BioAssay, several laboratories
EBNA-1 inh: blocks EBNA-1 binding to DNA; inhibition, % at 14.8 µM; EBNA-1 DNA binding, fluorescence polarization; 300,000 tested, 0.34% active; in the data active = inhibition above about 28%
PP5 primary: inhibitors of human protein phosphatase 5 (PP5); P53041; purified PP5c, OMFP substrate fluorescence; inhibition, % at 6.7 µM; 320,000 tested, 0.18% active;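 active = inhibition above the campaign's mean inhibition across all tested compounds plus 3 SD, cut at about 9.5% in these data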;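 note: 0% = DMSO only and 100% = 100 µM cantharidin control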
ZTA DNA inh: counter-screen for EBNA-1 inhibitors: inhibitors of Epstein-Barr virus ZTA | ZTA-DNA binding, fluorescence polarization | P03206 | 320,000 tested, 0.15% active | inhibition, % at 11 µM | AID 2234; in the data active = inhibition above about 33%
Target sequence (P03206 whole entry, looked up): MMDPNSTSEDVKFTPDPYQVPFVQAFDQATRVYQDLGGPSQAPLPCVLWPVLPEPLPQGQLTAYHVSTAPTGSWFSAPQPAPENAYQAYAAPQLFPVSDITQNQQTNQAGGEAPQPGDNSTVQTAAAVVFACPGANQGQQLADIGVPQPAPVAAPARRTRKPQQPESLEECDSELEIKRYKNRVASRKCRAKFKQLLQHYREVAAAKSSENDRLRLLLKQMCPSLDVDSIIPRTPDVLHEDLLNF
Yeast superoxide: lowers age-related superoxide in aged yeast cells; 330,000 tested, 0.18% active; superoxide response (% of plate mean), % at 10 µM; S. cerevisiae aged cells, superoxide DHE fluorescence; hits give low values; AID 2690;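 active = superoxide response under a set limit, about three screen SD below normal, cut at about 65% in these data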;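 note: yeast aged for seven days with compound at 30 °C before DHE staining; 100% = average MFI of all compound-treated wells on the plate with controls excluded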
CTSL1 counter: cathepsin L1 inhibition, PFM18AAP counter-screen; recombinant F. hepatica cathepsin L1, Z-Leu-Arg-MCA fluorescence; 300,000 tested, 0.49% active; inhibition, % at 5.96 µM;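 active = inhibition above the mean of all tested compounds plus 3 SD, set per screening campaign, cut at about 17% in these data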;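 note: 0% = plate median of test compound wells and 100% = 1 µM Z-Phe-Ala-diazomethylketone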
PP1 counter: blocks human PP1-alpha phosphatase, a PP5 counter-screen; inhibition, % at 6.7 µM; AID 2235; P62136; 320,000 tested, 0.9% active; purified PP1alpha, OMFP fluorescence;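 active = inhibition above the mean inhibition of all tested compounds plus 3 SD, computed separately for each screening campaign, cut at about 15% in these data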
Target sequence (P62136 whole entry, looked up): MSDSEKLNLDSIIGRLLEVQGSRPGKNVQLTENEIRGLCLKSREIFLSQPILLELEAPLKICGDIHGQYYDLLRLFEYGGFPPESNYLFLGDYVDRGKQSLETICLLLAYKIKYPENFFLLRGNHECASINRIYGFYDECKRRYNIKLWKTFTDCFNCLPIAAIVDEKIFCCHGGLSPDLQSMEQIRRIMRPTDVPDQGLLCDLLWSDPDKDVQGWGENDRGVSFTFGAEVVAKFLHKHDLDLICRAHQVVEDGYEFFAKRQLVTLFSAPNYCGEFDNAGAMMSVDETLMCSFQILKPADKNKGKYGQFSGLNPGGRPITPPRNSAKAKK
GASC-1 inh: blocks human GASC-1 demethylase activity; GST-JMJD2C(1-420) H3K9me3 demethylation, DELFIA europium; inhibition, % at 2.35 µM; Q9H3R0; AID 2099; 330,000 tested, 0.069% active;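 active = more than half of a compound's replicate wells show inhibition beyond 50%, single wells judged on their own value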;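 note: signal counts dimethyl H3K9 product captured on neutravidin plate; 0% = median of DMSO wells and 100% = 0.3 times that DMSO median; strong numbers were not always called active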
Target sequence (Q9H3R0 1-420 limits assumed): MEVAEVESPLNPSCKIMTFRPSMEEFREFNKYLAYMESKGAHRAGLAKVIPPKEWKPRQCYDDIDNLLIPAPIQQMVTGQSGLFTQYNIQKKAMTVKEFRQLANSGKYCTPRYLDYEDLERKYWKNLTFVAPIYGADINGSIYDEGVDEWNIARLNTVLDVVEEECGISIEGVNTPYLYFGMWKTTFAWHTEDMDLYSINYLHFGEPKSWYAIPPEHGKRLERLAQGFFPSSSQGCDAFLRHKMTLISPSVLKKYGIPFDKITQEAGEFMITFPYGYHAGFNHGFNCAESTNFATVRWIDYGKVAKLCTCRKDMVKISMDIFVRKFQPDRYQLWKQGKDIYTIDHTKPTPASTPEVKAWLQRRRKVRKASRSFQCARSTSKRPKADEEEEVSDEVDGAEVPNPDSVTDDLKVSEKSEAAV
TPT1 inhibitor: C. albicans TPT1 enzyme inhibition; recombinant caTPT1, FP RNA substrate dephosphorylation; inhibition, % at 5 µM; 300,000 tested, 0.81% active; AID 1962;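 active = inhibition above the mean of all tested compounds plus 3 SD, set per screening campaign, cut at about 24% in these data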;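 note: plate controls were DMSO alone for no effect and ferristatin control at 100 nM for full effect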
HCV core dimer: blocks dimerization of HCV core protein | TR-FRET GST/Flag-core106 dimerization, 1536-well | inhibition, % at 5 µM | 300,000 tested, 0.33% active | AID 1899;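 active = inhibition above the mean of all tested compounds plus 3 SD, set per screening campaign, cut at about 45% in these data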
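Material: Tagged HCV core106 pair (GST and Flag) | Amount: GST-core106 13.5 nM, Flag-core106 17 nM | Medium: KF-containing HEPES buffer, pH 7.45, DTT, CHAPS, BSA | Reagent: Eu donor and XL665 acceptor anti-tag antibodies | Schedule: 4 h at 22.5 °C | Technique: Time-resolved FRET, ex 340 nm, em 617 and 671 nm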
* marks the source's active call; other numbers are inactive results; i = inactive; . = not tested or not shown.

The line under a structure holds: EBNA-1 inh	PP5 primary	ZTA DNA inh	Yeast superoxide	CTSL1 counter	PP1 counter	GASC-1 inh	TPT1 inhibitor	HCV core dimer
COC(=O)C(C)NS(=O)(=O)c1ccc(NC(C)=O)cc1 (stereo not drawn)
 : 1	0.9	-6	91	6	-5	-4	0	-5
CN(C)c1nc(N)ncc1-c1ccc(Oc2ccccc2)cc1
 : 3	-1.0	15	90	-1	2	10	-1	-6
CC(C)(C)OC(=O)NCCCC(CCCNC(=O)OC(C)(C)C)C(=O)O
 : -1	2.4	-20	110	-3	1	20	-1	-5
C=CCn1c(SCC(=O)N(CCC)C2CCS(=O)(=O)C2)nnc1-c1ccccc1OC (stereo not drawn)
 : 4	0.4	13	80	1	-3	-7	-3	6
Cc1ccc2[nH]c3c(c2c1)CN(C(=O)CN1c2ccc(F)cc2CCC1C)CC3 (stereo not drawn)
 : 2	3.2	0	99	-1	2	-4	1	5
CCCC(=O)Nc1ccc(NC(=O)c2ccccc2F)cn1
 : -8	4.1	-4	112	-1	2	-8	-1	-4
Cc1cc(S(=O)(=O)NCC(C)C)ccc1OCC(=O)NCc1ccco1
 : 0	0.7	8	101	-2	-1	5	0	1
O=C(c1cc(-c2cccs2)on1)N1CCN(c2ccccc2)CC1
 : 5	2.7	-1	104	-5	4	-2	7	1
CCOC(=O)CSc1nnc(CNC(=O)c2ccc(S(=O)(=O)N(C)C)cc2)n1C
 : 17	-1.2	-8	132	6	-1	4	-6	-10
CC(=O)c1c(COC(=O)c2ccccc2)nc2ccccc2[n+]1[O-]
 : -11	0.2	-5	111	-9	2	5	-1	1
CCCCC(=O)Nc1cccc(NC(=O)c2ccc(Br)cc2)c1
 : 11	0.8	2	111	-3	-1	2	2	3
Cc1ccc(CNC(=O)C(OC(=O)c2ccco2)C(C)C)cc1 (stereo not drawn)
 : 6	-0.4	-7	98	-29	-4	-9	2	1
CCCNS(=O)(=O)c1ccc(OCC(=O)Nc2ccc3c(c2)OCCO3)c(C)c1
 : -7	2.0	-4	98	10	0	95	-5	1
O=C(CN(C(=O)CNS(=O)(=O)c1ccccc1)c1ccc(F)cc1)NCc1ccco1
 : 11	0.6	2	93	0	-1	0	-1	2
COC(=O)c1cc(OC)c(OC)cc1NC(=O)c1ccc(C)cc1
 : -10	3.7	-19	115	1	-1	12	3	0
O=C(COc1ccccc1Cl)N1CCN(c2ccccn2)CC1
 : 1	2.3	-7	104	-1	-3	0	-5	-2
C#CC[N+]1(CC#Cc2ccccc2)CCCC1
 : 4	2.9	-10	92	-3	5	1	-4	-3
COc1ccc(-c2cccc(NS(=O)(=O)c3cc([N+](=O)[O-])c(C)c([N+](=O)[O-])c3)c2)nn1
 : 9	0.7	3	109	1	-1	13	-1	10
Cc1ccn(CCSCC(=O)O)n1
 : -4	1.4	-13	86	1	3	-5	0	-5
CCOc1cccc(C2C(C(=O)c3ccc(C)o3)=C(O)C(=O)N2Cc2ccncc2)c1 (stereo not drawn)
 : -3	-2.7	16	113	2	5	8	2	5
COC(=O)Cc1ccc(NC(=S)NC(C)(C)C)cc1
 : 1	-1.3	3	92	1	-4	5	-7	-2
C=CCSc1nc2c(c(=O)[nH]c(=O)n2C)n1C/C=C(/C)Cl
 : 10	0.8	3	107	0	2	-5	2	4
Cc1ccc(C(=O)Nc2ccc(C(=O)N3CCCCC3)cc2)cc1
 : 5	-0.9	10	101	-1	2	3	-1	1
CCCCCCNC(=O)c1cc(S(=O)(=O)N2CCc3ccccc32)ccc1F
 : 4	1.1	-10	103	-2	2	1	0	0
CS(=O)(=O)c1ccc(C(=O)NC2CCCCC2)cc1
 : 0	-1.8	0	99	-1	-2	-4	-4	-6
COc1cccc(NC(=O)CSc2ccc3nnc(CCNC(=O)c4ccccc4)n3n2)c1
 : -7	2.1	-5	116	0	0	9	10	-15
O=[N+]([O-])c1cccc(N(CC(O)CN2CCCCC2)S(=O)(=O)c2ccccc2)c1 (stereo not drawn)
 : -12	-0.6	13	110	-4	1	-8	1	-17
COc1cc(/C=N/NC2=NC(C)(C)Cc3ccccc32)cc(OC)c1OC
 : 1	1.5	-24	90	3	-4	25	0	-4
O=c1[nH]cnc2scc(-c3ccc(F)cc3)c12
 : 4	2.1	-11	101	-5	0	3	-3	-5
Cc1cc(C)c(S(=O)(=O)Nc2ccccn2)c(C)c1
 : -6	0.3	-13	110	0	-4	-5	-1	5
C=CCn1c(=O)c2ccccc2n2nnc(C(=O)OCC)c12
 : -12	-1.5	12	90	3	-1	-12	3	-1
CCN1CCN(Cc2nc3c(c(=O)n(C)c(=O)n3C)n2C(C)C(C)=O)CC1 (stereo not drawn)
 : -11	-3.4	-17	94	2	3	4	0	-8
COc1ccc(CNC(=S)Nc2ccccc2F)cc1
 : -7	-1.5	7	97	5	0	0	2	-4
Clc1ccc(OCc2nn3c(-c4ccco4)nnc3s2)cc1
 : 2	0.5	1	105	4	1	13	3	7
CCc1ccccc1NC(=O)CCC(=O)OCC(=O)c1ccc(-c2ccccc2)cc1
 : 10	-1.2	9	101	-1	17*	7	-2	12
Nc1nc(-c2ccco2)nn1S(=O)(=O)c1ccc(Cl)cc1
 : 2	0.1	2	98	-4	-2	-3	2	0
Oc1ccc2ccc3[nH]cnc3c2c1
 : -9	0.8	-23	87	4	-8	-6	-1	-9
Cc1cc(Br)c(OCc2ccc(C(=O)N/N=C3\CC4CC=CC34)cc2)c(Br)c1 (stereo not drawn)
 : 1	2.9	1	103	0	10	4	0	11
NS(=O)(=O)c1ccc(CCNCc2cc(Cl)ccc2OCc2ccccc2)cc1
 : -20	1.3	-3	94	1	7	2	2	-5
Cc1cccc(CCNC(=O)C2CCC(=O)N(Cc3ccccc3F)C2)n1 (stereo not drawn)
 : 1	1.6	-2	110	-1	-2	-7	-2	-3
O=C(O)CCc1ccc(-c2ccc(Br)cc2)n1-c1cccc(O)c1
 : 6	0.8	-4	108	-1	0	-20	-2	17
Cc1nn(C)cc1CNC(=O)Nc1ccc(Cl)cc1
 : 10	0.4	3	112	-1	-7	-8	-2	3
N#CCC(=O)Nc1ccc(C(=O)OCC(=O)C23CC4CC(CC(C4)C2)C3)cc1
 : 20	3.2	13	97	-3	10	-2	2	9
O=C(CSCc1ccco1)c1cccs1
 : 5	0.4	-1	93	3	0	-16	3	6
O=C(OCn1cncn1)c1ccc(Cl)cc1Cl
 : 7	0.6	3	103	-1	-2	-10	-1	-1
O=C(COc1coc(CN2CCN(c3ccc(F)cc3)CC2)cc1=O)NCC1CCCO1 (stereo not drawn)
 : 3	-0.1	6	104	-4	-5	10	-1	-1
CCOC(=O)c1cc(-c2ccco2)nc2c1c(C)nn2CCC#N
 : -12	4.0	-4	87	3	7	8	13	46
CCOc1ccc(NC(=O)[C@@H]2CCCN2C(=O)c2cccs2)cc1S(=O)(=O)N1CCOCC1
 : .	-1.7	1	99	.	-3	5	.	.
N#Cc1cn(CC(=O)N2CCCC2)c2ccccc12
 : -3	-0.1	7	100	-4	0	3	-1	0
O=C(/C(=C/O)N=Nc1ccccc1)c1cccs1
 : -5	1.2	10	81	-1	-1	7	4	12
CCOc1ccc(NC(=S)C(C#N)=C2N(C)c3ccccc3N2C)cc1
 : -9	1.1	-6	86	7	1	22	-3	0
CCOc1cc(N2CCOCC2)c(OCC)cc1NC(=O)COC(=O)CCn1c(C)csc1=O
 : -6	2.5	-25	105	-1	-1	-4	-1	-6
COc1ccc(NS(=O)(=O)c2cccc(NC(=O)c3ccccn3)c2)cc1
 : 0	1.7	5	99	3	-2	-2	-3	-2
Nc1ccc2oc3ccccc3c2c1
 : 1	2.6	-12	104	-3	4	9	3	-7
Cc1c(C(=O)Nc2cccnc2Cl)oc2ccccc12
 : -3	1.6	-12	103	-2	4	.	-1	-11
C[C@]12CCC3C(CC=C4C[C@@H](O)CC[C@@]43C)C1CCC2[C@]1(C)CCC(=O)O1 (stereo partly drawn)
 : -1	-2.2	-11	90	-1	2	3	1	-9
CC(=O)c1cc(C(c2csc(C(C)=O)c2)c2csc(C(C)=O)c2)cs1
 : 0	0.6	2	82	1	1	12	-4	1
COc1ccc(CC(=O)Nc2ccc(S(=O)(=O)N3CCCCC3)cc2)cc1OC
 : 0	1.9	-1	95	-1	2	10	-4	-10
O=C(Cn1ncc2c(=O)oc3ccccc3c21)N1CCN(C(=O)c2ccco2)CC1
 : 10	-2.1	14	99	-1	-4	0	-4	-6
COC(=O)Nc1ccc(S(=O)(=O)N2CCCCC2)cc1
 : 3	1.0	9	122	0	-9	-8	5	-11

Compounds from the list above that contain an aryl thioether with sulfur outside any ring (four):
The line under a structure holds: EBNA-1 inh	PP5 primary	ZTA DNA inh	Yeast superoxide	CTSL1 counter	PP1 counter	GASC-1 inh	TPT1 inhibitor	HCV core dimer
C=CCn1c(SCC(=O)N(CCC)C2CCS(=O)(=O)C2)nnc1-c1ccccc1OC (stereo not drawn)
 : 4	0.4	13	80	1	-3	-7	-3	6
CCOC(=O)CSc1nnc(CNC(=O)c2ccc(S(=O)(=O)N(C)C)cc2)n1C
 : 17	-1.2	-8	132	6	-1	4	-6	-10
C=CCSc1nc2c(c(=O)[nH]c(=O)n2C)n1C/C=C(/C)Cl
 : 10	0.8	3	107	0	2	-5	2	4
COc1cccc(NC(=O)CSc2ccc3nnc(CCNC(=O)c4ccccc4)n3n2)c1
 : -7	2.1	-5	116	0	0	9	10	-15

Further structures
The line under a structure holds: EBNA-1 inh	PP5 primary	ZTA DNA inh	Yeast superoxide	CTSL1 counter	PP1 counter	GASC-1 inh	TPT1 inhibitor	HCV core dimer
COc1ccc(S(=O)(=O)NNC(=O)Cc2csc(C)n2)cc1[N+](=O)[O-]
 : -7	-0.8	-9	107	-2	-1	-1	-3	-4
COc1ccc(N2CCN(S(=O)(=O)CCNC(=O)C3CC3)CC2)cc1
 : 1	1.1	-4	111	-1	-1	i	-1	-11
O=C(Nc1ccccc1Cl)Oc1ccc(Cl)cc1Cl
 : -6	0.8	-15	82	1	5	.	-1	-52
S=C(NCc1ccccc1)NCc1ccccc1
 : -3	-1.7	1	113	3	-3	5	0	-10
CC(C)NC(=O)c1onc(CSc2ccc(F)cc2)c1C(=O)O
 : 10	0.4	-15	.	2	1	-19	-4	-18
Cc1ccc(S(=O)(=O)N(C)C)cc1NC(=S)NNC(=O)C(N)=O
 : -6	0.8	1	108	-4	0	-41	-5	2
N/C(=N\c1nc(CSc2ccccn2)cc(=O)[nH]1)Nc1ccc(Cl)cc1Cl
 : 2	2.4	-21	89	-5	-1	-6	-4	1
O=C(O)C1C(=O)NCC1c1ccccc1 (stereo not drawn)
 : 3	0.8	-9	94	-4	-4	2	-2	-1
Cc1cc2c(nn1)CCc1nonc1-2
 : -4	1.1	5	144	-1	-1	-2	-3	-1
Cc1cccc(N(C(=O)Cc2cccs2)C(C(=O)NC2CCCC2)c2ccncc2)c1 (stereo not drawn)
 : 0	0.3	-1	92	-2	1	-1	0	-12
Cc1ncc([N+](=O)[O-])n1CC(=O)N/N=C/c1ccccc1F
 : 12	-0.3	1	105	-1	-2	-6	1	3
COCCNc1cc(C)nc2ccccc12
 : -10	-1.7	-9	125	-5	-5	3	-6	-11
COC(=O)C(C)Sc1ccc2nnc(-c3ccc(F)cc3)n2n1 (stereo not drawn)
 : 2	-1.0	12	86	-1	-1	10	-5	2
O=C(COC(=O)C1(c2ccc(Cl)cc2)CCCC1)N1CCc2ccccc21
 : -6	0.4	-3	88	-10	4	0	0	-2
CCCC(CCC)C(=O)NNc1cc(=O)c2c(=O)n(C)c(=O)n(C)c2[nH]1
 : -7	2.1	-6	102	-7	-3	-5	2	2
Cc1cc(F)ccc1S(=O)(=O)Nc1nc2ccccc2nc1Cl
 : 6	0.2	9	85	0	1	-31	0	1
